Bioassay records deposited in PubChem by The Scripps Research Institute Molecular Screening Center.
PAFAH1B2 inh: PAFAH1B2 (human) inhibition | 1.2% of 340,000 active | recombinant PAFAH1B2, FP-rhodamine activity probe, fluorescence polarization | P68402 | AID 492953 | inhibition, % at 3.39 µM;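 active = inhibition above the mean of all tested compounds plus 3 SD, cut at about 24% in these data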;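 also: 0% = enzyme with DMSO and 100% = wells lacking PAFAH1B2; many of its hits are not listed in these tables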
LYPLA2 inh: blocks human lysophospholipase 2, a PME1 counter-screen; O95372; recombinant LYPLA2, FP-Rh probe fluorescence polarization; inhibition, % at 5.9 µM; 0.38% of 320,000 active;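 active = inhibition above the screen-wide mean plus 3 SD, limit set per campaign, cut at about 26% in these data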;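 also: 0% = LYPLA2 with DMSO and 100% = wells lacking LYPLA2 enzyme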
LYPLA1 inh: LYPLA1 (human) inhibition in PME1 counter-screen | 0.16% of 320,000 active | recombinant LYPLA1, FP-Rh probe fluorescence polarization | AID 2174 | O75608 | inhibition, % at 5.9 µM;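 active = inhibition above the mean of all tested compounds plus 3 SD, set per campaign, cut at about 14% in these data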;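 also: inhibitors block serine hydrolase probe labeling of LYPLA1 so polarization falls; 0% = enzyme with DMSO and 100% = wells lacking LYPLA1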
Target sequence (O75608 whole entry, looked up): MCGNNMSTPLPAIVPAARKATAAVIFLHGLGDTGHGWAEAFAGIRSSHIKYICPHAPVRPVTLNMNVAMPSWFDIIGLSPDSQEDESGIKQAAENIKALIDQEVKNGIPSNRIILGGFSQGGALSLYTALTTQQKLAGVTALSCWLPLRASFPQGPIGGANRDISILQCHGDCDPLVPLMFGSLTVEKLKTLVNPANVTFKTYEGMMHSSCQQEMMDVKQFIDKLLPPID
EBNA-1 inh: blocks EBNA-1 binding to DNA; inhibition, % at 14.8 µM; EBNA-1 DNA binding, fluorescence polarization; 0.34% of 300,000 active; in the data active = inhibition above about 28%
pPAFAH FP inh: pPAFAH (human) enzyme inhibition. recombinant pPAFAH, FP-rhodamine probe fluorescence polarization. Q13093. AID 463082. inhibition, % at 3.39 µM. 1.5% of 330,000 active;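 active = inhibition above the mean inhibition across the screen plus 3 SD, cut at about 25% in these data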;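 also: inhibitors block binding of the rhodamine activity-based probe so polarization drops; 0% = enzyme with DMSO and 100% = wells lacking pPAFAH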
Target sequence (Q13093 whole entry, looked up): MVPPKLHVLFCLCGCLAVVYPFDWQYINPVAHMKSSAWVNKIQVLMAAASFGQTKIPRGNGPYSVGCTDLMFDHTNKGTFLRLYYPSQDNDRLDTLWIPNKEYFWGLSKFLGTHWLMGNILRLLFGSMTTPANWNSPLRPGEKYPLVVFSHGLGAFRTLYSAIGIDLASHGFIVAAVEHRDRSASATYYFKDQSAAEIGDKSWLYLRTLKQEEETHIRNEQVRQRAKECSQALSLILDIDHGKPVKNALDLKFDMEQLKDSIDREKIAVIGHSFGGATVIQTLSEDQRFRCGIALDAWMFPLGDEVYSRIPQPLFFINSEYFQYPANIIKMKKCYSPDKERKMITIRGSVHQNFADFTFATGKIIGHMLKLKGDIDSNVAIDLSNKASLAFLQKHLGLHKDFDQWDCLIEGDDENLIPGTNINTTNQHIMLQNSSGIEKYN
PREPL inhibitor: inhibitors of human prolyl oligopeptidase-like enzyme PREPL; 0.68% of 320,000 active; inhibition, % at 5.96 µM; AID 2751; recombinant PREPL, fluorescence polarization activity-based probe; Q4J6C6; in the data active = inhibition above about 43%;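 also: 0% = enzyme with DMSO and 100% = wells lacking enzyme; many of its hits are not listed in these tables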
PAFAH1B3 FP inh: blocks human PAF acetylhydrolase 1B catalytic subunit 3 | Q15102 | recombinant PAFAH1B3, FP-rhodamine probe, fluorescence polarization | inhibition, % at 3.39 µM | 0.28% of 340,000 active | AID 492972;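 active = inhibition above the screen-wide average of all tested compounds plus 3 SD, cut at about 25% in these data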;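 also: 0% = enzyme with DMSO only and 100% = wells lacking PAFAH1B3 protein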
PAFAH2 inh: inhibitors of human PAFAH2. recombinant PAFAH2, FP-rhodamine activity probe, fluorescence polarization. inhibition, % at 3.39 µM. 0.99% of 340,000 active. AID 492956;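 active = inhibition above the mean over all tested compounds plus 3 SD, cut at about 30% in these data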;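 also: inhibitors block probe labeling of enzyme so polarization drops; 0% = enzyme with DMSO and 100% = wells lacking PAFAH2 protein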
ZTA counter: ZTA (EBV) inhibition in EBNA-1 counter-screen; P03206; AID 2234; inhibition, % at 11 µM; 0.15% of 320,000 active; ZTA-DNA binding, fluorescence polarization; in the data active = inhibition above about 33%
Active calls of the source: *; / = not tested or not shown. Some of the compounds tested (hit frequency here may not be typical).

SMILES	LYPLA2 inh	LYPLA1 inh	PAFAH2 inh	EBNA-1 inh	pPAFAH FP inh	PAFAH1B2 inh	ZTA counter	PREPL inhibitor	PAFAH1B3 FP inh
COc1ccccc1Nc1n[nH]c(=S)s1	-1	-6	1	-14	-1	1	-10	1	1
Cc1ccc(S(=O)(=O)N2CCN(C(=O)CCC(=O)Nc3ccc(F)cc3F)CC2)cc1	/	/	10	/	4	10	/	9	10
Cc1[nH]cc(Br)c(=O)c1Oc1ncc(C(F)(F)F)cc1Cl	0	1	-1	6	3	-3	-17	9	-7
CC(=O)Nc1nc2c(s1)C(=O)NCC(C)(C)C2	6	1	/	-14	-1	/	-14	3	/
COc1ccc(OCCC(=O)Nc2cc(C)on2)cc1	-5	-6	-5	5	18	1	5	-2	4
CCCCN(CC)CCCNC(=O)CS(=O)(=O)Cc1nc(-c2cccc(OC)c2)oc1C	4	4	2	3	2	2	7	9	8
Cc1ccc(C(=O)OCCn2cc(C#N)c(=O)[nH]c2=O)cc1	2	-2	9	1	-3	7	5	3	19
O=S(=O)(NCc1nc(-c2ccccc2)no1)c1ccc(F)cc1	5	0	7	5	5	6	6	-22	13
CC(C)=CCc1c(O)ccc(C(=O)Cc2ccccc2)c1O	-10	-12	1	8	-3	-3	-5	-14	2
O=[N+]([O-])c1cccc(-c2nc(-c3ccncc3)no2)c1	7	-3	-4	-10	5	5	-29	19	13
NC(=O)Cc1c[nH]c2cccc(O)c12	4	1	3	-1	3	3	-2	8	12
C#CCNC(=O)C1=C[C@@H](c2csc3ccccc23)[C@H](CCCO)[C@@H](OCC)O1	-2	0	6	3	7	3	-6	-5	-3
CC(C)C(NC(=O)c1ccccc1)C(=O)OCC(=O)N1CCCCC1 (stereo unspecified)	-1	0	4	/	-1	0	-2	-1	6
O=C(Nc1nc(-c2ccc(F)cc2)cs1)c1cccc(N2C(=O)CCC2=O)c1	-2	-5	-3	0	-2	1	1	4	-2
CCOC(=O)c1nn(-c2ccccc2)c(-c2ccccc2)c1C(=O)c1ccccc1	8	18*	8	-5	9	0	-12	12	10

Reformatted with values under each structure: part of the list above.
Screens in order: LYPLA2 inh | LYPLA1 inh | PAFAH2 inh | EBNA-1 inh | pPAFAH FP inh | PAFAH1B2 inh | ZTA counter | PREPL inhibitor | PAFAH1B3 FP inh
COc1ccccc1Nc1n[nH]c(=S)s1
 : -1 | -6 | 1 | -14 | -1 | 1 | -10 | 1 | 1
Cc1ccc(S(=O)(=O)N2CCN(C(=O)CCC(=O)Nc3ccc(F)cc3F)CC2)cc1
 : / | / | 10 | / | 4 | 10 | / | 9 | 10
Cc1[nH]cc(Br)c(=O)c1Oc1ncc(C(F)(F)F)cc1Cl
 : 0 | 1 | -1 | 6 | 3 | -3 | -17 | 9 | -7
CC(=O)Nc1nc2c(s1)C(=O)NCC(C)(C)C2
 : 6 | 1 | / | -14 | -1 | / | -14 | 3 | /
COc1ccc(OCCC(=O)Nc2cc(C)on2)cc1
 : -5 | -6 | -5 | 5 | 18 | 1 | 5 | -2 | 4
CCCCN(CC)CCCNC(=O)CS(=O)(=O)Cc1nc(-c2cccc(OC)c2)oc1C
 : 4 | 4 | 2 | 3 | 2 | 2 | 7 | 9 | 8
Cc1ccc(C(=O)OCCn2cc(C#N)c(=O)[nH]c2=O)cc1
 : 2 | -2 | 9 | 1 | -3 | 7 | 5 | 3 | 19
O=S(=O)(NCc1nc(-c2ccccc2)no1)c1ccc(F)cc1
 : 5 | 0 | 7 | 5 | 5 | 6 | 6 | -22 | 13
CC(C)=CCc1c(O)ccc(C(=O)Cc2ccccc2)c1O
 : -10 | -12 | 1 | 8 | -3 | -3 | -5 | -14 | 2
O=[N+]([O-])c1cccc(-c2nc(-c3ccncc3)no2)c1
 : 7 | -3 | -4 | -10 | 5 | 5 | -29 | 19 | 13
NC(=O)Cc1c[nH]c2cccc(O)c12
 : 4 | 1 | 3 | -1 | 3 | 3 | -2 | 8 | 12
C#CCNC(=O)C1=C[C@@H](c2csc3ccccc23)[C@H](CCCO)[C@@H](OCC)O1
 : -2 | 0 | 6 | 3 | 7 | 3 | -6 | -5 | -3
CC(C)C(NC(=O)c1ccccc1)C(=O)OCC(=O)N1CCCCC1 (stereo unspecified)
 : -1 | 0 | 4 | / | -1 | 0 | -2 | -1 | 6
O=C(Nc1nc(-c2ccc(F)cc2)cs1)c1cccc(N2C(=O)CCC2=O)c1
 : -2 | -5 | -3 | 0 | -2 | 1 | 1 | 4 | -2
CCOC(=O)c1nn(-c2ccccc2)c(-c2ccccc2)c1C(=O)c1ccccc1
 : 8 | 18* | 8 | -5 | 9 | 0 | -12 | 12 | 10

(continued)
SMILES	LYPLA2 inh	LYPLA1 inh	PAFAH2 inh	EBNA-1 inh	pPAFAH FP inh	PAFAH1B2 inh	ZTA counter	PREPL inhibitor	PAFAH1B3 FP inh
O=C(Nc1ccc(S(=O)(=O)Nc2ncccn2)cc1)c1ccccc1	0	-3	2	1	0	0	1	-8	9
CC1(c2ccc(Cl)cc2)NC(=O)N(CC(=O)N2CCN(S(=O)(=O)c3ccccc3)CC2)C1=O (stereo unspecified)	-3	2	1	3	1	7	-12	13	6
COc1cc(Cl)c(S(=O)(=O)N2CCN(Cc3ccc4c(c3)OCO4)CC2)cc1Cl	-13	-5	-6	-10	-9	9	-9	-7	0
Cc1cc(C)n(CC(C)Nc2nc3nonc3nc2N2CCCCC2)n1 (stereo unspecified)	-1	-1	4	-16	-4	2	-6	-9	7
COc1ccc(C(=O)NCCn2ccc3ccccc32)c(OC)c1	3	-3	-5	-3	3	1	-7	4	-3
Cc1cc(C)c2nc(Cl)c(CN(Cc3ccco3)C(=O)Nc3ccccc3C)cc2c1	-5	-6	-1	-8	7	0	3	-5	0
Cc1c(NC(=O)/C(C#N)=C/c2ccc(-c3ccc(Cl)c(Cl)c3)o2)c(=O)n(-c2ccccc2)n1C	6	0	-5	2	12	3	-32	11	-10
CC(C)(C)C(=O)Nc1nnc(SCc2ccc(F)cc2)s1	1	4	-4	3	4	6	11	2	8
O=C(Nc1ccc(F)cc1F)c1ccc(S(=O)(=O)NCc2ccco2)cc1	/	/	5	/	-3	7	/	0	4
Cc1nn(C)c(C)c1S(=O)(=O)N1CCC(C(=O)NCCC2=CCCCC2)CC1	2	3	-2	8	7	-2	-7	12	8
Cc1ccc(/C=N/NC(=O)CN(Cc2ccccc2)S(=O)(=O)c2ccc3c(c2)OCCO3)cc1	-19	-11	5	5	23	-2	6	-25	-5
CCN1C(=O)N[C@@H](c2ccccc2)[C@H](C(=O)OC)[C@H]1C	-2	-2	-4	14	-3	8	4	21	6
Cc1cccnc1NC(=O)c1ccc(OCC2CCCO2)cc1 (stereo unspecified)	4	-4	-5	/	-1	1	4	2	9
CCc1cc2c(cc3c(=O)n(CC(=O)NCCCN4CCCCCC4)nc(CC)n32)s1	-11	-1	7	1	6	1	2	39	3
